Pf growth 48h: P. falciparum growth inhibition at 48 hours (one generation). P. falciparum luciferase growth in erythrocytes, 48 h. Potency, µM (titrated, usually from 28.7 µM), without a hit: at the highest dose activity change, negative = inhibition, usual class: inhibitors. 5.9% of 310,000 active; further: potency means the concentration at half of the fitted maximal effect; on the % scale 0 is the no-effect control and ±100 the full control effect
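Luminescence readout; reporter = integrated firefly luciferase in P. falciparum. RBC culture at 2% hematocrit, 0.1% parasitemia final, 37 C/5% CO2; decreased signal taken as growth inhibition.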
Pf growth 96h: P. falciparum growth inhibition at 96 hours | P. falciparum luciferase reporter growth, 96 h | Potency, µM (doses to about 28.7 µM), inactives show top-dose activity change, negative = inhibition, most hits filed as inhibitors | 6.9% of 320,000 active | AID 504834; further: potency means the concentration at half of the fitted maximal effect; on the % scale 0 is the no-effect control and ±100 the full control effect
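96 h incubation, 37 C, 5% CO2, of luciferase-reporter P. falciparum-infected RBCs (2% hematocrit, 0.05% parasitemia final) with test compounds; endpoint luminescence.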
Cycloheximide cs: affects cycloheximide protein synthesis inhibition readout, counter-screen. max response, %. AID 2314. 12% of 300,000 active. cell reporter, cycloheximide protein synthesis inhibition counterscreen; in the data active means max response mostly above about 13%, no sharp cut-off; inactive means mostly below about 14%; further: read at 38.3 µM for the half of the compounds with a filed dose; 0% is about no effect
HCV inh: blocks hepatitis C virus; Huh7.5.1 HCVcc-Cre infection, luciferase reporter, 44 h; Potency, µM (series often up to 41.8 µM), for the others: at the highest dose activity change, negative = inhibition, usual class: inhibitors; 3.4% of 340,000 active; AID 651820; further: potency means the concentration at half of the fitted maximal effect; on the % scale 0 is the no-effect control and ±100 the full control effect
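Seed cells (1,000/well) for 4 h; treat with compound and infect with HCVcc-Cre, moi about 0.5. Incubate 44 h, then detect luciferase activity.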
Giardia FBPA inh: inhibitors of Giardia lamblia fructose-1,6-bisphosphate aldolase; A8B2U2; 0.71% of 290,000 active; Potency, µM (titrated, usually from 59.6 µM), inactives show at the top dose activity, negative = inhibition, most hits filed as inhibitors; purified Giardia FBPA; AID 2451; further: potency means the concentration at half of the fitted maximal effect; on the % scale 0 is the no-effect control and ±100 the full control effect; nearly all actives have a fitted effect of over 55% in size
Target sequence (A8B2U2 whole entry, looked up): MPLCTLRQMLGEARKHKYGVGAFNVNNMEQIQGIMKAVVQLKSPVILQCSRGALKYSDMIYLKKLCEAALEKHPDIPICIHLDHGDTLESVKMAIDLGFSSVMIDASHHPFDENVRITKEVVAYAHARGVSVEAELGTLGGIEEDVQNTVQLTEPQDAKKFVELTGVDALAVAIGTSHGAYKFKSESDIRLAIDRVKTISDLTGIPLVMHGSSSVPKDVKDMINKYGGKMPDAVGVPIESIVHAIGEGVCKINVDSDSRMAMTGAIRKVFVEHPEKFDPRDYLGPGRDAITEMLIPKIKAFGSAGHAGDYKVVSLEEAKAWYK
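40 nM FBPA preincubated 10 min at RT with compound (up to 57.5 uM final), then substrate plus GAPDH/TPI/NAD/arsenate coupling and diaphorase/resazurin added. Fluorescence read after 20 min at RT, 525/598 nm.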
Shiga inhibitor: Shiga toxin inhibition; inhibition, % at 38.7 µM; 9.2% of 290,000 active; Vero cells, Shiga toxin protein synthesis inhibition reporter; in the data active means inhibition mostly above about 28%, no sharp cut-off; inactive means mostly below about 43%; further: 0% is about no effect
Numbers without * were called inactive; ? = inconclusive; nt = not tested or not shown; [ ] = another dose, or the depositor's remark. Unless noted, the call rests on the fitted dose curve; in most records, active means well fitted curve in the direction sought with a large enough effect; inconclusive means small, poorly fitted or top-dose-only effect, or another doubt; inactive means no such curve, though single readings can be large; an effect the other way counts as inactive or inconclusive.

no. | structure | Pf growth 48h | Pf growth 96h | Cycloheximide cs
1 | CC(C)[C@H]1C(=O)O[C@H](C(C)C)C(=O)N(C)[C@@H](C(C)C)C(=O)O[C@H](C(C)C)C(=O)N(C)[C@@H](C(C)C)C(=O)O[C@H](C(C)C)C(=O)N1C | ? | 11% | 9
2 | CCCCn1c(-c2ccsc2)nc2c1c(=O)[nH]c(=O)n2CCC | -14% | nt | -3
3 | Cc1ccc(C2CC(=O)NC(SCC(=O)OCc3ccccc3)=C2C#N)o1 (stereo unspecified) | 8% | nt | -2
4 | COc1cc(/C=N/Nc2ccc([N+](=O)[O-])cn2)cc(OC)c1O | 6% | -3% | 25*
5 | COc1ccc(CNC(=O)c2ccccc2SCC(=O)NCc2ccco2)cc1 | -7% | 19% | nt
6 | N#Cc1ccccc1OCC(=O)N(Cc1nnc(-c2ccccc2Cl)o1)C1CC1 | ? | ? | nt
7 | O=C(/C=C/c1ccc(F)cc1)NC(=S)Nc1ccccc1 | 22% | 14% | 13
8 | COc1ccccc1/C=C/C=N/n1c(-c2cc(C)[nH]n2)n[nH]c1=S | -7% | 0% | 0
9 | Cc1cccc(N2CCN(C(=O)c3ccc4c(c3)NC(=O)C(CSCc3cccc(F)c3)N4)CC2C)c1 (stereo unspecified) | -8% | 49%[activator] | 1
10 | COc1ccc(CCNC(=O)c2ccccc2NC(=O)C2=C(C)OCCS2)c(OC)c1 | ? | ? | 4

no. | HCV inh | Giardia FBPA inh | Shiga inhibitor
1 | ? | 8% | -6
2 | 0% | -8% | 16
3 | ? | -17% | -12
4 | -21% | -13% | 17
5 | 12% | nt | nt
6 | -31% | nt | nt
7 | -4% | -7% | 34*
8 | 23% | 5% | -8
9 | -18% | nt | 11
10 | 10µM* | -19% | -8

Profiles from above.
Results for `COc1cc(/C=N/Nc2ccc([N+](=O)[O-])cn2)cc(OC)c1O` : Pf growth 48h = 6%; Pf growth 96h = -3%; Cycloheximide cs = 25*; HCV inh = -21%; Giardia FBPA inh = -13%; Shiga inhibitor = 17
Results for `Cc1ccc(C2CC(=O)NC(SCC(=O)OCc3ccccc3)=C2C#N)o1` (stereo unspecified) : Pf growth 48h = 8%; Pf growth 96h = nt; Cycloheximide cs = -2; HCV inh = ?; Giardia FBPA inh = -17%; Shiga inhibitor = -12

Carrying on:
no. | structure | Pf growth 48h | Pf growth 96h | Cycloheximide cs
11 | CC/C(=N\NC(N)=O)c1ccc(OC)c(OC)c1 | -1% | 0% | 2
12 | CC(C)(c1cc(Br)c(O)c(Br)c1)c1cc(Br)c(O)c(Br)c1 | 5% | ? | nt
13 | Cc1cc2cc(C(c3nnnn3Cc3ccccc3)N3CCc4ccccc43)c(=O)[nH]c2cc1C (stereo unspecified) | nt | 5.2µM* | 12
14 | Cc1cc(S(=O)(=O)N(Cc2ccccn2)Cc2ccco2)ccc1-n1cnnn1 | -12% | ? | -4
15 | CC1CCCCN1C(=S)Nc1ccc(OC(F)F)cc1 (stereo unspecified) | -11% | 7% | 7
16 | CC(C)(C)n1nc2c(c1NC(=O)COc1ccc(Cl)cc1)CSC2 | ? | 4.7µM* | -3
17 | O/N=C/c1nc2cc(Cl)ccc2o1 | 10% | 44%[activator] | 23
18 | O=C(Cn1nc(C(F)(F)F)c2c1CCC2)NCc1ccc(Cl)cc1 | 10% | 2% | -2
19 | CCC1CCC(C(=O)NC(C(=O)NCCc2ccc(S(N)(=O)=O)cc2)C(C)C)CC1 (stereo unspecified) | 7% | 6% | -1
20 | Cc1nnc(N(Cc2ccco2)C(=O)c2ccc(C#N)cc2)s1 | 7% | -9% | -2

no. | HCV inh | Giardia FBPA inh | Shiga inhibitor
11 | 6% | 4% | 3
12 | 1% | nt | nt
13 | ? | ? | 24
14 | 1% | 4% | 2
15 | -4% | -2% | 13
16 | ? | 2% | -20
17 | -1% | 0% | 67
18 | -18% | 0% | 3
19 | 10% | 3% | 10
20 | -8% | 1% | -4

(cont.)
no. | structure | Pf growth 48h | Pf growth 96h | Cycloheximide cs
21 | COc1ccc(NS(=O)(=O)c2ccc(C)c(NC(=O)CNC(=O)c3ccco3)c2)cc1 | -5% | 84%[activator] | nt
22 | Cc1ccc(N2CC(C(=O)Nc3ccc(S(=O)(=O)N4CCOCC4)cc3)CC2=O)cc1 (stereo unspecified) | -14% | nt | -5
23 | COc1ccc(OC)c(/C=N/NC(=O)CNC(=O)c2ccc(S(=O)(=O)N3CCCC3)cc2)c1 | 27% | 4.1µM* | -2
24 | CC(C)(O[C@@H]1O[C@H](CO)[C@@H](O)[C@H](O)[C@H]1O)[C@H]1Cc2cc3ccc(=O)oc3cc2O1 | 18% | 13% | -4
25 | Cc1nn(C)c(C(=O)Nc2c(C)nn(Cc3c(F)c(F)c(F)c(F)c3F)c2C)c1Br | -10% | ? | 1
26 | N=C1C(=O)OCC1c1ccccc1NC(=O)CN1CCOCC1 (stereo unspecified) | 14% | 16% | -3
27 | CC(C(=O)NCCSCc1cccc(Cl)c1)N(c1ccccc1)S(C)(=O)=O (stereo unspecified) | -22%[0.00184 µM] | ? | -6
28 | CC12CCC3C(CC=C4CC(O)CCC43C)C1C/C(=C\c1ccccc1F)C2=O (stereo unspecified) | ? | 5.9µM* | -5
29 | Cc1cc(NC(=O)CCC(=O)N(Cc2ccco2)C(C(=O)NC2CCCC2)c2ccc(F)cc2)no1 (stereo unspecified) | ? | 28% | -3
30 | CCOC(=O)C1CCN(c2c(NCc3ccc(C(=O)NC(C)CC)cc3)c(=O)c2=O)CC1 (stereo unspecified) | ? | 19% | -1

no. | HCV inh | Giardia FBPA inh | Shiga inhibitor
21 | 5% | nt | nt
22 | -1% | -12% | -2
23 | 13% | -8% | -8
24 | 3%[8.37 µM] | 5% | -7
25 | -20% | nt | -5
26 | 24% | 1% | -4
27 | -20% | -5% | -14
28 | 9% | 8% | -19
29 | -22% | 2% | -11
30 | ? | -8% | 27

An excerpt from above in order of formula weight, lowest first:
no. | structure | Pf growth 48h | Pf growth 96h | Cycloheximide cs
30 | CCOC(=O)C1CCN(c2c(NCc3ccc(C(=O)NC(C)CC)cc3)c(=O)c2=O)CC1 (stereo unspecified) | ? | 19% | -1
29 | Cc1cc(NC(=O)CCC(=O)N(Cc2ccco2)C(C(=O)NC2CCCC2)c2ccc(F)cc2)no1 (stereo unspecified) | ? | 28% | -3
9 | Cc1cccc(N2CCN(C(=O)c3ccc4c(c3)NC(=O)C(CSCc3cccc(F)c3)N4)CC2C)c1 (stereo unspecified) | -8% | 49%[activator] | 1

no. | HCV inh | Giardia FBPA inh | Shiga inhibitor
30 | ? | -8% | 27
29 | -22% | 2% | -11
9 | -18% | nt | 11

(further entries)
no. | structure | Pf growth 48h | Pf growth 96h | Cycloheximide cs
31 | Cc1cc(NC(=O)CSCC(=O)N(C)Cc2ccc(F)cc2)no1 | 7% | -5% | -2
32 | CCN1C(=O)C2(C(C#N)=C(N)Oc3n[nH]c(-c4ccc(Cl)cc4)c32)c2ccccc21 (stereo unspecified) | -15% | nt | -2
33 | Cc1cccc(C)c1NC(=O)C(c1cccc([N+](=O)[O-])c1)N(C)C(=O)c1ccccn1 (stereo unspecified) | -2% | -12% | 0
34 | Cc1ccc(C)c(S(=O)(=O)N(C(=O)c2ccncc2)c2ccc(OC(=O)c3ccncc3)cc2)c1 | 2% | ? | 0
35 | CCCCCCC1CC(CC(=O)Nc2ccc([N+](=O)[O-])cc2)C(=O)O1 (stereo unspecified) | 14% | ? | -2
36 | Cc1cccn2c(=O)c3c(nc12)N1CCCCCC1C1(C3)C(=O)N(C)C(=O)N(C)C1=O (stereo unspecified) | ? | 2.6µM* | -2
37 | Cc1ccc(NC(=O)N2CCC(C(=O)NCc3ccccc3)CC2)cc1 | ? | 11% | 5
38 | COc1ccccc1NC(=S)N(Cc1ccco1)Cc1cc2cccc(C)c2[nH]c1=O | ? | -4% | -4
39 | COCCNC(=O)CCCCCn1c(=S)[nH]c2ccccc2c1=O | ? | -12% | 1
40 | CC(C(=O)NCCN1C(=O)S/C(=C\c2cccnc2)C1=O)N1C(=O)c2ccccc2C1=O (stereo unspecified) | ? | 3% | -5

no. | HCV inh | Giardia FBPA inh | Shiga inhibitor
31 | 9% | nt | -8
32 | 10% | 0% | 9
33 | 16% | -2% | 3
34 | 0% | -5% | -4
35 | 16% | -2% | -8
36 | 18% | -1% | 4
37 | ? | 3% | 15
38 | ? | 3% | -11
39 | -28% | -8% | -10
40 | 7% | 4% | -2

Later entries
no. | structure | Pf growth 48h | Pf growth 96h | Cycloheximide cs
41 | CCSC1=C(C#N)C(c2cccc(Br)c2)CC(=O)N1 (stereo unspecified) | 6.6µM* | 13% | 6
42 | CCCn1c2ccccc2c2nnc(SC(CC)C(=O)Nc3cc(C)on3)nc21 (stereo unspecified) | ? | 8% | -5
43 | Cc1noc(C)c1S(=O)(=O)N1CCC(C(=O)NC2CCCc3ccccc32)CC1 (stereo unspecified) | -17% | 31%[activator] | -4
44 | COc1ccc(S(=O)(=O)Nc2ccccc2OC)cc1NC(=O)CC1CC2CCC1C2 (stereo unspecified) | -4% | ? | -1
45 | O=C(NC1CCCCC1)C1CCCN(c2nnnn2-c2ccccc2)C1 (stereo unspecified) | -15% | ? | 1
46 | CCn1c(Cc2c(C)[nH]c3ccccc23)nnc1SCC(N)=O | 1% | nt | 1
47 | O=C(C(=O)N1CCN(Cc2ccc3c(c2)OCO3)CC1)c1c[nH]c2ccccc12 | ? | ? | -3
48 | CC(Oc1ccc(Cl)cc1Cl)C(=O)Nc1ccc(N2CCN(C)CC2)cc1 (stereo unspecified) | 13µM* | 69%[activator] | -2
49 | O=C(C[n+]1ccccc1)c1ccc(NC(=O)c2ccccc2)cc1 | ? | ? | -1
50 | Cc1ccc(CC(CC(=O)Nc2cccc(C(F)(F)F)c2)C(=O)O)cc1 (stereo unspecified) | 46%[activator] | 15µM* | -2

no. | HCV inh | Giardia FBPA inh | Shiga inhibitor
41 | -5% | 0% | 4
42 | ? | 1% | -4
43 | 0% | 0% | -5
44 | 6.3µM* | 0% | 6
45 | ? | -1% | -20
46 | 14% | -3% | -10
47 | -23% | 2% | -6
48 | ? | 6% | -12
49 | 14% | -3% | -13
50 | 4% | -6% | -12

(list continues)
no. | structure | Pf growth 48h | Pf growth 96h | Cycloheximide cs
51 | CC(=O)Oc1ccc2ccc(=O)oc2c1 | 72%[activator] | 54%[activator] | 0
52 | CCN1c2ccccc2S(=O)(=O)c2ccccc21 | ? | ? | -1
53 | CN(C(=O)c1ccccc1NC(=O)C(F)(F)F)c1ccccc1 | 6% | 155%[activator] | -2
54 | COc1ccccc1N1CCN(C(=O)COc2ccc(S(=O)(=O)NC(C)C)cc2)CC1 | ? | 26% | -3
55 | CCN1CCN(Cc2cc(OC)c3c(c2)OCO3)CC1 | 29% | 8% | -3
56 | COc1ccc(-c2nc(-c3cccs3)c(-c3cccs3)[nH]2)cc1OC | nt | ? | -1
57 | Cc1nnc(SCC(=O)N2CCN(S(=O)(=O)c3ccccc3)CC2)n1Cc1ccccc1 | 10% | 30%[activator] | -4
58 | Cc1cccc(N(C(=O)Cn2nnc(-c3ccc(F)cc3)n2)C(C(=O)NC(C)(C)C)c2ccncc2)c1 (stereo unspecified) | ? | 23% | -2
59 | CC(=O)NC(Cc1ccc(C)cc1)C(=O)NC1CCN(S(=O)(=O)c2ccccc2)CC1 (stereo unspecified) | 5% | 3% | -4
60 | O=C(CCl)Nc1ccc(N=Nc2ccccc2)cc1 | 4.7µM* | ? | 128*

no. | HCV inh | Giardia FBPA inh | Shiga inhibitor
51 | ? | 7% | -4
52 | -20% | 1% | -13
53 | ? | 4% | -11
54 | 5% | -3% | 14
55 | 5% | ? | -4
56 | ? | -9% | -10
57 | 5% | 2% | 13
58 | 1% | 5% | -13
59 | 3% | nt | 23
60 | -27% | -12% | 106*

Single entries from the list.
Reading for #48 in Shiga inhibitor: -12
Reading for #17 in Giardia FBPA inh: 0%
Reading for #58 in HCV inh: 1%

Bioassay records: PubChem BioAssay, National Center for Advancing Translational Sciences (NCATS)
